NCI-60 one-dose screen, 48 h, at 10 µM unless noted. Numbers give growth in % (100 = growth as untreated, 0 = no growth, -100 = all killed).
HS 578T: HS 578T breast cancer; 4.1% of 78,000 active; AID 1794788
T-47D: T-47D breast cancer; 5% of 79,000 active; AID 1794792
MDA-MB-231: MDA-MB-231 breast cancer; 5% of 81,000 active; AID 1794789
LOX IMVI: LOX IMVI melanoma | 7.4% of 79,000 active
MCF7: MCF7 breast cancer | 6.3% of 82,000 active
BT-549: BT-549 breast cancer; 4.4% of 78,000 active
MDA-MB-468: MDA-MB-468 breast cancer; 8.5% of 78,000 active
SK-MEL-28: SK-MEL-28 melanoma; 4.1% of 81,000 active; AID 1794761
* hit, by the source's call; nt = no result given. Rule for the calls: active = growth percent below 10; inactive = the rest.

SMILES	HS 578T	T-47D	MDA-MB-231	LOX IMVI	MCF7	BT-549	MDA-MB-468	SK-MEL-28
O=C1CC(=O)N(C2=NC(c3cccc([N+](=O)[O-])c3)c3sc4ccc(Cl)cc4c3N2)N1 (stereo not drawn)	94	79	88	97	78	119	102	120
COc1cc(-c2nn(-c3ccc(C(=O)O)cc3)cc2CNc2ccc(F)cc2)ccc1O	102	66	81	90	77	96	113	108
O=C(/C=C/c1ccc(F)cc1)c1ccc(Nc2nc(NCCO)nc(N3CCOCC3)n2)cc1	89	77	82	60	11	90	48	100
C=C(C)[C@@H]1CCC2=C[C@@H](OC2=O)[C@]2(C)C[C@H]2C2=CC(C(=O)OC)=C(C1)O2	71	83	87	84	57	84	95	86
CSc1cc(C)nc(N)n1	101	98	104	99	98	102	111	108
CC(C)OC(=O)COc1ccc(F)cc1F	117	104	101	102	112	102	93	100
Nc1ccc(Nc2ccncc2)cc1	113	100	111	100	101	103	112	113
CN(C)c1ccc(/C=N/Nc2nc(Nc3ccccc3)nc(Nc3ccc(S(N)(=O)=O)cc3)n2)cc1	62	48	87	68	60	90	86	89
Cc1cc(C(=O)C(C(c2ccccc2)N2CCOCC2)N2CCOCC2)ccc1Cl (stereo not drawn)	101	88	85	92	101	99	113	108
CCOC(=O)c1ccc(NC(=S)NC(=O)c2ccc(NC(=O)c3ccc(C)cc3)cc2)cc1	90	67	59	70	66	89	83	93
CNC(=O)c1cc(-c2ccc(NC(=O)Nc3ccc(N4CCOCC4)c(C(F)(F)F)c3)cc2)nc2cccnc12	32	40	64	31	12	85	29	65
CCCC(=O)Nc1sc2c(c1C(N)=O)CCCC2	111	95	106	104	95	97	105	114
N/N=C(\CCNc1ccc(S(N)(=O)=O)cc1)c1ccc2ccccc2c1	104	76	108	97	94	103	96	112
CC(C)(Oc1ccc(CCNC(=O)c2ccc(Cl)cc2)cc1)C(=O)O	115	107	108	106	97	104	114	111
COc1ccc(-c2c3ccccc3c(OC(C)=O)c3cc(OC)ccc23)cc1	99	68	96	98	79	93	107	103
CC1NC(=O)C(C)NC1=O (stereo not drawn)	97	99	97	103	90	102	98	92
COc1cc2ncnc(NN3CCN(CCO)CC3)c2cc1OC	114	83	103	106	105	106	102	117
N/C(=N\S(=O)(=O)c1cccc2cccnc12)Nc1nc2ccccc2s1	82	75	87	86	62	84	85	84
CCCCOC(=O)c1ccc(NC(=O)C(C)N(CC)CC)cc1 (stereo not drawn)	74	94	49	95	100	88	96	102
CCN1CCN(C(C(=O)NC(C)(C)C)c2ccc(Cl)cc2)C(=O)c2ccccc2C1=O (stereo not drawn)	99	88	99	97	99	97	101	112

Exported as a markdown table: entries from further up
| SMILES | HS 578T | T-47D | MDA-MB-231 | LOX IMVI | MCF7 | BT-549 | MDA-MB-468 | SK-MEL-28 |
| --- | --- | --- | --- | --- | --- | --- | --- | --- |
| COc1cc(-c2nn(-c3ccc(C(=O)O)cc3)cc2CNc2ccc(F)cc2)ccc1O | 102 | 66 | 81 | 90 | 77 | 96 | 113 | 108 |
| O=C(/C=C/c1ccc(F)cc1)c1ccc(Nc2nc(NCCO)nc(N3CCOCC3)n2)cc1 | 89 | 77 | 82 | 60 | 11 | 90 | 48 | 100 |
| C=C(C)[C@@H]1CCC2=C[C@@H](OC2=O)[C@]2(C)C[C@H]2C2=CC(C(=O)OC)=C(C1)O2 | 71 | 83 | 87 | 84 | 57 | 84 | 95 | 86 |
| CSc1cc(C)nc(N)n1 | 101 | 98 | 104 | 99 | 98 | 102 | 111 | 108 |
| CC(C)OC(=O)COc1ccc(F)cc1F | 117 | 104 | 101 | 102 | 112 | 102 | 93 | 100 |
| Nc1ccc(Nc2ccncc2)cc1 | 113 | 100 | 111 | 100 | 101 | 103 | 112 | 113 |
| CN(C)c1ccc(/C=N/Nc2nc(Nc3ccccc3)nc(Nc3ccc(S(N)(=O)=O)cc3)n2)cc1 | 62 | 48 | 87 | 68 | 60 | 90 | 86 | 89 |

The list goes on.
SMILES	HS 578T	T-47D	MDA-MB-231	LOX IMVI	MCF7	BT-549	MDA-MB-468	SK-MEL-28
CC1(C)CC(=O)C2=C(O)C(=O)C=CC2(O)O1 (stereo not drawn)	89	105	91	97	96	101	90	113
CCCN1C(=O)C(O)(CC(=O)c2cc3ccccc3oc2=O)c2ccccc21 (stereo not drawn)	94	96	90	78	44	107	89	103
Cc1nn(-c2ccccc2)c2c1C(c1cc3c(cc1[N+](=O)[O-])OCO3)C(C#N)=C(N)O2 (stereo not drawn)	97	89	100	106	95	105	101	109
CCNCCCn1c2c(c3ccc(Cl)cc3c1=O)C(=O)c1cc(OC)cnc1-2	59	17	-73*	-71*	-65*	40	5.9*	71
COc1cc(/C=N/c2cc(C(C)(C)C)nn2-c2ccccc2)cc(OC)c1OC	96	83	99	93	93	126	122	99
O=C1NC(=O)[C@H](Cc2ccc(O)cc2)N1	nt	100	118	106	98	102	106	112
Oc1ccc(/C=N\NC(=S)Nc2ccc(F)cc2)c(O)c1	103	108	91	nt	102	nt	92	101
NS(=O)(=O)c1ccc(NC(=O)N2CCN(C(=O)Cc3ccc(Cl)cc3Cl)CC2)cc1	95	89	98	101	101	99	95	107
O=C(Nc1c(Br)cc2c(c1Br)Cc1ccccc1-2)C(F)(F)F	82	56	77	95	88	112	66	109
Clc1cc(Cl)c(Cl)c(Cl)c1Cl	101	100	123	92	103	108	110	113
CCOC1=Nn2c(CCC(=O)c3nc4ccccc4[nH]3)nnc2SC1	nt	90	84	96	93	101	116	115
COc1ccc(C2CC(c3ccccc3)=NN2c2nc(C)c(C(C)=O)s2)cc1 (stereo not drawn)	93	100	97	95	95	110	100	112
CC1CCCN(S(=O)(=O)c2ncsc2-c2ccccc2)C1 (stereo not drawn)	115	101	100	nt	90	113	98	109
CC(Br)C(OC(=O)c1ccccc1Cl)c1cc2c(cc1Br)OCO2 (stereo not drawn)	88	75	94	92	95	109	66	94
CCN(CC)CC(C)C(O)(c1ccccc1)c1ccccc1 (stereo not drawn)	111	87	102	95	95	100	104	101
COc1ccc2cc(-c3ccnc4[nH]c(=S)[nH]c(=O)c34)ccc2c1	100	75	103	99	58	106	98	104
CN(C)c1ccc(/C=C2/SC(=O)N(c3nc(N4CCCC4)nc(N4CCCC4)n3)C2=O)cc1	96	95	102	58	96	93	111	100
Cc1cc(C)c(S(=O)(=O)/N=c2/n(-c3ccccc3)nc3n2CCN3C2=NCCN2)c(C)c1	79	78	68	73	91	74	30	82
CN(C)c1cccc2c(S(=O)(=O)Nc3cccc(-c4csc(N)n4)c3)cccc12	94	66	84	88	85	92	54	95
CC1SCCN(c2ccccc2)C1=O (stereo not drawn)	103	102	106	97	93	113	98	102
C=C1C(=O)O[C@H]2[C@H]1CC/C(COC(=O)CSCCSCC(=O)OC/C1=C/CC[C@@]3(C)O[C@H]3[C@H]3OC(=O)C(=C)[C@@H]3CC1)=C\CC[C@@]1(C)O[C@@H]21	33	29	-37*	-53*	18	-16*	-45*	4.7*
O=C(CS(=O)(=O)c1ccc(Cl)cc1)Nc1ccccc1C(=O)O	102	96	103	102	108	106	106	118
COc1cc(CC(CC(=O)O)C(=O)O)cc(OC)c1OC (stereo not drawn)	103	99	97	86	112	96	103	99
O=C(Nc1ccccc1O)c1ccc(Oc2cccc(C(=O)Nc3ccccc3O)c2)cc1	41	26	32	nt	11	3.8*	-27*	33
COc1ccc(NC(=O)c2ccc(C(=O)Nc3ccc(OC)cc3OC)cc2)c(OC)c1	39	72	53	72	75	44	85	101
O=C(c1ccc(O)cc1)C1[C@H](c2ccc(Cl)cc2)[C@@H](c2ccccc2)NC12C(=O)Nc1ccccc12 (stereo partly drawn)	-12*	12	-80*	-100*	-6.3*	-51*	-45*	18
Cc1cc(C(F)(F)F)ccc1C(=O)Nc1sc2c(c1C#N)CCC(=O)C2	-7.9*	-34*	-73*	2.8*	2.3*	-76*	-44*	-84*
COc1ccc(C(c2ccc(OCCN(C)C)cc2)c2cc3ccccc3c3ccccc23)cc1 (stereo not drawn)	75	22	17	-81*	2.1*	93	2.6*	-78*
COc1ccc(C2C(C#N)=C(N)Oc3c2ccc2ccccc32)c(OC)c1 (stereo not drawn)	70	80	74	76	70	89	101	69
COc1ccc(/C=c2\c(=O)n(-c3ccccc3)c3nn4c(n23)=NNC(=S)N=C4c2ccccc2)cc1	98	94	88	97	97	101	113	108
Cc1cc2c(c(C)c1Cl)C(=O)/C(=C/c1ccccc1Cl)O2	96	95	90	95	102	103	111	106
CC(=O)Nc1ccc(/C(C#N)=C/c2ccc(N(C)CCC#N)cc2)cc1	104	87	100	98	96	85	97	105
c1ccc(COC(Cc2ccccc2)OCc2ccccc2)cc1	107	78	108	101	101	101	94	113
Cc1ccc(S(=O)(=O)c2nc(-c3ccccc3)oc2S(C)=O)cc1 (stereo not drawn)	79	-49*	4.2*	-88*	-20*	28	-59*	-63*
C#Cc1nc(C2=C(C)C(O)/C(=N/O)C2)cs1 (stereo not drawn)	98	90	-28*	nt	69	111	74	111
CC(C)CCc1nc2ccc(NCc3ccc(Cl)cc3)cc2[nH]1	95	66	87	91	84	82	74	93
COc1ccc2cc(C(=O)NCCc3ccccc3)ccc2c1Br	106	83	107	99	106	101	101	105
CCOC(=O)c1ccc[n+]([O-])c1	115	102	107	nt	94	nt	106	111
Oc1ccc2ccccc2c1N=Nc1ccc2ncsc2c1	115	90	107	101	66	105	96	109
Cc1[nH]c(C2CC(c3ccc(C(F)(F)F)c(F)c3)=NN2C(=O)C2CCC2)c(C)c1C(=O)NCC(F)(F)F (stereo not drawn)	73	87	70	57	82	105	79	76

Full records, quoted from the list. Values in the order: HS 578T	T-47D	MDA-MB-231	LOX IMVI	MCF7	BT-549	MDA-MB-468	SK-MEL-28
`Cc1cc2c(c(C)c1Cl)C(=O)/C(=C/c1ccccc1Cl)O2` is listed with 96	95	90	95	102	103	111	106
`CC(C)CCc1nc2ccc(NCc3ccc(Cl)cc3)cc2[nH]1` is listed with 95	66	87	91	84	82	74	93

2 compounds from above, showing only BT-549:
mol	BT-549
Oc1ccc2ccccc2c1N=Nc1ccc2ncsc2c1	105
Cc1[nH]c(C2CC(c3ccc(C(F)(F)F)c(F)c3)=NN2C(=O)C2CCC2)c(C)c1C(=O)NCC(F)(F)F (stereo not drawn)	105

More entries follow.
SMILES	HS 578T	T-47D	MDA-MB-231	LOX IMVI	MCF7	BT-549	MDA-MB-468	SK-MEL-28
OCC(O)C(O)C(O)CO (stereo not drawn)	118	105	103	101	103	102	126	114
C#CC1CC2C3CCC4=CC(=O)CCC4(C)C3CCC2(C)C1N(C)C (stereo not drawn)	97	95	83	88	95	97	99	112
N#CCCNC(=S)Nc1ccccc1	122	117	106	108	96	117	nt	123
Cc1ccc(S(=O)(=O)N(c2cc(C(C)(C)C)nn2C)S(=O)(=O)c2ccc(C)cc2)cc1	87	60	80	nt	72	81	65	97
N#C/C(=C\c1cccc(Cl)c1)c1nc(N)nc(Nc2ccc(S(N)(=O)=O)cc2)n1	103	97	103	95	89	97	89	107
CC(C)CCOB(OCCC(C)C)OCCC(C)C	115	100	95	102	100	101	98	114
CC(C)(C)CC(C)(C)Nc1c(-c2c(O)c3ccccc3oc2=O)nc2sc3ccccc3n12	30	16	62	36	29	52	22	58
O=C(NC(=S)Nc1cc(-c2ccc(Cl)cc2)[nH]n1)c1cccs1	77	67	83	90	84	90	94	96
C#CCOc1ccccc1C(Nc1ccc(F)cc1C)c1nnnn1C1CCCCC1 (stereo not drawn)	89	80	80	95	98	101	73	94
CC(=O)Cc1cc(-c2cc(CC(C)=O)nc(N)n2)nc(N)n1	73	nt	nt	96	94	103	96	104
O=C(Nc1cccc2c(NC(=O)N3CCCCC3)cccc12)N1CCCCC1	109	100	102	94	91	107	109	106
O=C(Nc1ccc([N+](=O)[O-])cc1)N1CCOCC1	118	100	104	108	99	91	95	102
Clc1nc(Oc2ccccc2)nc(-c2cn(-c3ccccc3)c3ccccc23)n1	44	90	40	11	88	97	88	-18*
Oc1cccc2c1NCCC2	24	22	6.4*	16	13	39	-8.8*	50
CCCCCCCCCCCCCCCCC(Br)C(=O)OCC (stereo not drawn)	103	nt	nt	96	92	94	91	114
COc1cc(/C=C/c2cc(/C=C/c3ccc(O)c(OC)c3)n(C(=O)Nc3ccc(C)cc3C)n2)ccc1O	-15*	-23*	10	-30*	-3.8*	-34*	-30*	5.6*
CC(C#N)N(C(C)C#N)N(C)C (stereo not drawn)	105	106	106	105	107	114	102	114
Cc1ccc(S(=O)(=O)CC(=O)O)cc1	104	85	100	101	94	96	94	102
O=C(CC12CC3CC(CC(C3)C1)C2)NCCOCCOCCOCCNC(=O)c1cc2c(o1)C(=O)c1ccccc1C2=O	-27*	1.1*	-0.4*	-52*	-67*	-91*	-35*	-58*
O=C(NC(c1ccccc1)c1ccc2cccnc2c1O)c1ccccc1 (stereo not drawn)	92	103	86	94	86	99	104	92
N#Cc1c(-c2cccs2)cc(-c2ccccc2Br)[nH]c1=O	100	92	102	100	92	100	108	114
COc1cccc(C(=O)NCCCNc2cc(-c3cn(-c4ccccc4)nc3-c3cccc(OC)c3)ccn2)c1	48	-5.0*	44	52	37	11	29	66
COc1ccc(-c2nc(SC(C)C)nc(NNC(N)=S)c2C#N)cc1	55	52	43	40	31	77	21	59
COc1ccc(C(=O)COc2cccc(/C=C3\Cc4ccccc4C3=O)c2)cc1	87	74	66	90	66	74	nt	103
Fc1ccc(Nc2nc(Nc3ccc(-c4nc5ccccc5[nH]4)cc3)c3cn[nH]c3n2)cc1	93	12	22	-65*	4.4*	nt	-22*	52
CC1CCCN(CCCCOc2ccc(-c3ccc(C#N)cc3)cc2)C1 (stereo not drawn)	87	79	85	84	86	86	88	100
COc1ccc2[nH]c(=O)c(O)c(-c3cc(OC)c(OC)c(OC)c3)c2c1	93	95	102	96	95	101	99	106
O=C(c1ccccc1)C(Sc1ccccc1)c1ccccc1 (stereo not drawn)	100	91	89	74	94	93	89	94
